Assay outcomes as filed in PubChem BioAssay.
DSG3 Ab inh = blocks pemphigus antibody binding to human desmoglein-3 | DSG3-coupled beads, scFv-anti-DSG3-GFP binding, flow cytometry; hits give low values | binding (percent of control), % at 10 µM | hit rate 0.48% among 310,000 | AID 588358;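 active = binding more than 3 SD below its plate's average and above zero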;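 also: hits lower antibody fragment binding to DSG3; some compounds called inactive have numbers as strong as hits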
HTR5A inv ctr = HTR5A inverse agonism, opioid heterodimer counter-screen; inhibition, % at 9.3 µM; hit rate 0.083% among 340,000; HTR5A cell line, luminescence; AID 504634; P47898; in the data active = inhibition mostly above about 23%, no sharp cut-off; inactive = mostly below about 18%;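 also: 0% = cells with DMSO and 100% = no-cell wells with DMSO; some compounds called inactive have numbers as strong as hits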
Target sequence (P47898 whole entry, looked up): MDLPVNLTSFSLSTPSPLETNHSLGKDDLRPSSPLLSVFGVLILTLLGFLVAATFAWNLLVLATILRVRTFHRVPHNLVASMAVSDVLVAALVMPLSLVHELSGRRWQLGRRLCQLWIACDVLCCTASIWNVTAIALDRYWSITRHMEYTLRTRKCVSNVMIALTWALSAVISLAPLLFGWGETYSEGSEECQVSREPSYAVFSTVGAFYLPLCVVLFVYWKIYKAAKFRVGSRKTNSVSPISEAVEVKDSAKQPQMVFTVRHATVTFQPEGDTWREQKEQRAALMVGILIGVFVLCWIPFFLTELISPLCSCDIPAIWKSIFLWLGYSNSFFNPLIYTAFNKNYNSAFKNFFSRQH
Arrestin-AP2 inh = human beta-arrestin and AP2 interaction inhibition | FITC-arrestin peptide / GST-AP2 beads, flow cytometry; AP2 beta2 appendage carries R879A mutation | inhibition, % at 10 µM | hit rate 0.31% among 340,000;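 active = inhibition above a set limit, near 3 SD of compounds lacking own fluorescence, cut at about 54% in these data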;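 also: plate controls were DMSO wells for no effect and 5 µM unlabelled arrestin peptide for full effect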
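Material – GST-tagged AP2 beta2-adaptin appendage (R879A) on 4 µm glutathione beads · Probe or stimulus – fluorescein-tagged arrestin peptide at 50 nM final · Timing – 12 min plus 1 h, RT · Detection – bead flow cytometry, FITC channel · Read-out basis – inhibition as reduced fluorescein signal on beads, percent · Medium – PBS plus Tween 20 (0.05%) and BSA (0.1%)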
PKA-R1A act = activators of PKA-R1A complex; P00514+P68181; PKA-R1A dissociation, Cy5-IP20 fluorescence polarization; scaled: DMSO 0%, 113 µM cGMP 100%; activation, % at 11.4 µM; hit rate 0.083% among 340,000; AID 504707;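 active = percent activation above the mean of all tested compounds plus 3 SD, cut at about 19% in these data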;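 also: higher means more PKAc released from R1A so a rise in polarization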
OPRM1-OPRD1 ag = agonists of human mu-delta opioid receptor heterodimerization. cells, OPRM1-OPRD1 heterodimerization, luminescence. activation, % at 9.3 µM. hit rate 0.3% among 340,000; in the data active = activation above about 18%;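 also: 0% = vehicle-treated cells and 100% = reference agonist; values of inactives mirror those of a sister screen read the other way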
V-ATPase pH = yeast V-ATPase proton transport regulation by pHLuorin; response, % at 10 µM; S. cerevisiae, pHLuorin cytosolic pH fluorescence; hit rate 0.37% among 350,000; in the data active = response mostly above about 7.3%, no sharp cut-off; inactive = mostly below about 5.4%; also: actives read high; inactives centre near 0; some compounds called inactive have numbers as strong as hits; reference of the scale not given here
OPRM1-OPRD1 inv = inverse agonists of human mu-delta opioid receptor heterodimerization; P35372+P41143; cell-based MOR-DOR heterodimer luminescence, inverse agonism; inhibition, % at 9.3 µM; hit rate 0.21% among 340,000; in the data active = inhibition above about 22%, passing the limit was not always enough;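 also: 0% = cells with DMSO and 100% = wells without cells with DMSO; values of inactives mirror those of a sister screen read the other way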
DAGLB inh = blocks human DAGLB lipase activity. inhibition, % at 5.17 µM. HEK293T DAGLB membrane lysate, EnzChek fluorogenic substrate. hit rate 0.059% among 340,000; in the data active = inhibition above about 34%;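 also: 0% = enzyme with vehicle and 100% = wells lacking enzyme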
PKA-R2B act = activators of human PKA-R2B complex; hit rate 0.079% among 340,000; P22694+P31323; activation, % at 11.4 µM; PKA-R2B holoenzyme dissociation, Cy5-IP20 fluorescence polarization; R2B truncated from residue 108, S112A mutant; 0% DMSO only, 100% 113 µM cGMP;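 active = activation above a cutoff set at the mean over all compounds plus 3 SD, cut at about 18% in these data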;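 also: higher means more holoenzyme dissociation and a rise in polarization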
Target sequence (P31323 whole entry, looked up, other chains not shown, the tested form may be a part): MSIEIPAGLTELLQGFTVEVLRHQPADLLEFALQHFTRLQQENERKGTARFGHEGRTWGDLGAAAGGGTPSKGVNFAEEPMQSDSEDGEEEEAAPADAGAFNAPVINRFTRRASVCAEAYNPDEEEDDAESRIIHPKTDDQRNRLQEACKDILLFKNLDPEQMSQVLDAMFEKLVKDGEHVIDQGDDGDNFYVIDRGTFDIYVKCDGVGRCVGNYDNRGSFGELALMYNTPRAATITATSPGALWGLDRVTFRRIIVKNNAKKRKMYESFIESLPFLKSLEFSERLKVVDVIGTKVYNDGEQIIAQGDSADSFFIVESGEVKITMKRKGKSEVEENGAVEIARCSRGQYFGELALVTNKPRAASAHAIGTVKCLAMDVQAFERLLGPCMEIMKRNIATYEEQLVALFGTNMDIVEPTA
HTR5A ag ctr = counter-screen for OPRM1-OPRD1 agonists: human HTR5A agonism; AID 504692; HTR5A agonist assay, luminescence, cell-based; hit rate 0.61% among 340,000; activation, % at 9.3 µM; P47898; in the data active = activation mostly above about 9.5%, no sharp cut-off; inactive = mostly below about 7.6%;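 also: 0% = cells with vehicle only and 100% = reference agonist; strong numbers were not always called active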
Numbers without * were called inactive; · = no result given. The order is random; overall some 2.4% were active at least once.

Sequence of screens – DSG3 Ab inh	HTR5A inv ctr	Arrestin-AP2 inh	PKA-R1A act	OPRM1-OPRD1 ag	V-ATPase pH	OPRM1-OPRD1 inv	DAGLB inh	PKA-R2B act	HTR5A ag ctr
> COC(=O)c1ccc(CNC(=O)Cn2nnnc2CN(C)C(C)C)cc1
  118.1	13.5	27.8	7.0	-2.7	0.1	13.5	-5.0	-1.7	-3.5
> CCCOc1ccc(CSc2nnc(CCC)n2N)cc1
  98.4	15.6	22.7	-4.3	-2.9	-0.9	12.1	-2.2	-21.9	-6.2
> Clc1ccccc1-c1ncc(-c2ccccc2)o1
  112.9	-55.1	-11.7	-5.6	5.6	0.9	-28.5	-12.7	-6.7	-0.4
> Cc1cc(C)nc(NC(=O)C(C)C)n1
  101.1	-30.8	5.9	-4.7	-0.8	4.9	4.4	-1.8	1.5	-7.5
> COc1ccc(CNC(=O)CCn2c(=O)oc3ccccc32)c(OC)c1
  100.9	-14.0	19.8	5.8	-1.4	-0.5	7.2	-1.7	-4.9	-1.3
> COCCNC(=O)CCc1c(C)nc2c(c(C)nn2-c2ccc(C)c(C)c2)c1C
  100.4	16.7	-3.6	1.1	-1.3	1.0	6.5	-0.4	3.1	-4.5
> O=C(Nc1ccc(F)cc1F)C1CCCN1S(=O)(=O)c1ccc(-c2ccc(=O)[nH]n2)s1 (stereo not drawn)
  111.2	7.8	5.8	1.6	-1.0	-3.1	5.0	1.4	4.1	-2.1
> CCSc1ncc(Cl)c(C(=O)Nc2ccc(S(=O)(=O)Nc3onc(C)c3C)cc2)n1
  102.5	-3.7	-4.0	-18.8	-3.8	-0.7	18.8	1.1	1.0	1.7
> COC(=O)[C@@]12CCCCN1[C@H](c1ccc(-c3ccc4c(c3)OCO4)cc1)[C@H]1C(=O)N(C)C(=O)[C@H]12
  101.9	-25.0	4.3	-1.7	-2.7	0.2	14.8	4.0	-6.3	-0.1
> O=C(NCC1CCCO1)c1ccc2c(c1)OCO2 (stereo not drawn)
  97.8	-21.8	15.9	-9.9	-1.6	-1.4	9.5	-2.2	-4.5	-1.7
> CNC(=O)NC(=O)COC(=O)c1ccccc1OCc1ccccc1
  110.8	6.4	-21.4	1.7	-3.4	-1.9	16.2	-3.1	-10.4	-2.6
> CCOc1ccc(Nc2ncnc3ccc([N+](=O)[O-])cc23)cc1
  108.2	34.1	-13.9	-20.5	3.8	-0.9	-18.3	6.2	5.1	-1.0
> CSCCC(NC(=O)c1ccccc1Cl)C(=O)N(C)Cc1cccs1 (stereo not drawn)
  109.7	18.3	-18.6	-19.5	-2.5	2.1	13.4	-0.5	-14.2	2.1
> O=C1c2ccccc2NC(c2cn[nH]c2-c2ccccc2)N1O (stereo not drawn)
  105.1	13.4	-0.6	8.0	-1.7	-2.4	8.9	4.5	-6.1	7.0
> Cn1cnnc1Sc1nc([N+](=O)[O-])nn1C
  88.1	-7.7	-10.4	2.1	-0.5	0.2	3.1	0.2	-2.9	-0.7
> COc1cc2ccccc2cc1C(=O)N1CCCC1
  103.6	-7.9	0.1	11.2	-0.1	-0.1	0.5	2.5	-3.0	2.8
> O=C(NCCN1CCOCC1)c1ccc(Cl)c(S(=O)(=O)NCc2ccccc2)c1
  108.7	-4.1	47.4	5.2	-3.1	2.7	11.9	-6.8	11.1	7.5
> COc1cc(OC)c(OC)cc1CN(C)CC1CCCN(CCc2ccccc2F)C1 (stereo not drawn)
  114.2	0.7	12.0	0.9	-0.8	-0.8	3.8	0.1	5.6	-0.2
> CCCC(=O)Nc1cc(C)c(NC(=O)c2ccncc2)cn1
  ·	-4.6	2.7	-6.8	-0.8	-2.0	5.2	-0.7	-4.8	2.4
> Cn1c(=O)n(C)c2cc([N+](=O)[O-])c(N3CCN(CCO)CC3)cc21
  ·	-26.1	15.7	-1.4	-0.9	-0.8	4.6	-0.5	-1.3	1.7

Next entries:
Sequence of screens – DSG3 Ab inh	HTR5A inv ctr	Arrestin-AP2 inh	PKA-R1A act	OPRM1-OPRD1 ag	V-ATPase pH	OPRM1-OPRD1 inv	DAGLB inh	PKA-R2B act	HTR5A ag ctr
> COc1ccc(CNC(=O)c2csc(Cc3ccccc3)n2)cc1
  91.4	10.3	-5.3	-9.1	-3.5	-2.4	17.5	0.0	-0.7	-4.7
> CCOc1cc(/C=N\NC(=O)Cn2nc([N+](=O)[O-])cc2C)ccc1OCc1cccc2ccccc12
  ·	-10.5	-4.0	-2.8	-1.5	-1.8	7.5	2.0	-4.8	0.6
> O=C(c1cc(-c2ccc(Cl)cc2)nc2ccccc12)N1CCC1
  99.5	15.5	29.1	-2.3	0.2	-1.0	-1.2	2.7	-5.1	-1.2
> CCNc1nc(NCC)n2c(SCC(=O)Nc3ccccc3[N+](=O)[O-])nnc2n1
  98.2	-14.7	9.0	1.7	2.7	-7.8	-18.1	-1.5	9.3	0.3
> CC1CCCN(CCC(=O)c2ccccc2)C1 (stereo not drawn)
  89.0	8.1	31.7	-0.2	0.2	2.6	-0.8	0.0	-1.7	-2.1
> COc1ccccc1-c1noc(Cn2cc(S(=O)(=O)N3CCCC3)ccc2=O)n1
  99.4	-16.2	-0.9	-2.8	-4.4	0.7	17.4	0.2	-6.0	1.1
> CC(NC(=O)c1ccc(Br)o1)c1ccccc1 (stereo not drawn)
  103.6	-11.6	-4.5	-6.7	-0.8	-0.8	4.2	0.4	-7.6	4.1
> CCOc1ccccc1OCC(=O)OC(C)C(=O)Nc1ncc(Cl)cc1Cl (stereo not drawn)
  ·	3.7	-5.8	-2.1	0.5	4.2	-2.2	0.5	-9.3	-1.5
> Oc1ccc(-c2csc(Nc3ncccn3)n2)cc1
  107.6	-17.5	-8.7	0.2	22.6*	2.5	-109.6	0.8	-1.6	6.3
> [O-][n+]1c(/C=C/c2ccccc2)ccc2ccccc21
  112.2	-12.1	7.4	8.2	-1.8	8.2	9.4	-0.8	6.0	4.3
> CCOC(=O)C1CCCN(C(=O)Cc2c(C(=O)O)[nH]c3ccccc23)C1 (stereo not drawn)
  100.6	7.8	-3.8	11.7	-2.6	-0.7	11.7	0.0	6.2	0.6
> COc1ccc(C(=O)N=C2SC3CS(=O)(=O)CC3N2Cc2ccc(OC)c(OC)c2)cc1 (stereo not drawn)
  101.7	3.1	21.3	-10.1	-0.6	-1.8	3.3	0.5	7.0	-4.7
> Cc1cc(C)c(C#N)c(Nc2ccccc2)n1
  99.8	-0.6	1.2	-8.0	-0.9	3.0	5.0	-5.1	10.2	-1.3
> CCN(CC(=O)Nc1ccc(OC)cc1)C(=O)C1CC(=O)N(Cc2ccccc2)C1 (stereo not drawn)
  96.9	·	·	-0.7	·	·	·	1.4	-8.6	·
> Clc1ccc(-c2noc(CSc3nnc(Cc4cccs4)n3-c3ccccc3)n2)cc1
  103.1	-15.5	-0.6	-3.5	1.5	0.3	-8.2	-4.0	-1.1	6.0
> CCC(=O)NC(=S)Nc1ccccc1C(=O)OC
  109.0	-15.6	-7.1	-1.1	-2.0	-1.0	10.3	-0.2	-7.9	3.1
> Cc1ccc(NC(=O)Nc2cc(S(C)(=O)=O)ccc2Cl)cc1
  94.0	-1.3	-9.5	-4.0	0.7	3.4	-3.8	-0.2	12.3	5.5
> CCC(C)NC(=O)c1cc(-c2ccc(OC)cc2)on1 (stereo not drawn)
  97.6	-29.6	3.2	-9.8	-0.1	-6.3	0.7	-0.9	-4.4	-1.0
> O=C(CCS(=O)(=O)c1ccc(Br)cc1)NCCc1ccccc1
  105.8	-5.3	25.1	-4.1	0.2	2.1	-1.0	-1.4	-3.7	1.5
> O=C(O)c1cc(/C=C/C(=O)c2cc(F)ccc2O)c2c(c1)COCO2
  88.6	-26.1	25.4	4.2	-1.9	-5.5	10.1	2.1	-0.4	2.0

Laid out differently: results already given.
compound: CC1CCCN(CCC(=O)c2ccccc2)C1 (stereo not drawn)
  DSG3 Ab inh = 89.0
  HTR5A inv ctr = 8.1
  Arrestin-AP2 inh = 31.7
  PKA-R1A act = -0.2
  OPRM1-OPRD1 ag = 0.2
  V-ATPase pH = 2.6
  OPRM1-OPRD1 inv = -0.8
  DAGLB inh = 0.0
  PKA-R2B act = -1.7
  HTR5A ag ctr = -2.1

compound: O=C(CCS(=O)(=O)c1ccc(Br)cc1)NCCc1ccccc1
  DSG3 Ab inh = 105.8
  HTR5A inv ctr = -5.3
  Arrestin-AP2 inh = 25.1
  PKA-R1A act = -4.1
  OPRM1-OPRD1 ag = 0.2
  V-ATPase pH = 2.1
  OPRM1-OPRD1 inv = -1.0
  DAGLB inh = -1.4
  PKA-R2B act = -3.7
  HTR5A ag ctr = 1.5

Later entries:
Sequence of screens – DSG3 Ab inh	HTR5A inv ctr	Arrestin-AP2 inh	PKA-R1A act	OPRM1-OPRD1 ag	V-ATPase pH	OPRM1-OPRD1 inv	DAGLB inh	PKA-R2B act	HTR5A ag ctr
> O=C1/C(=C/c2ccccn2)SC(=S)N1CCc1ccccc1
  109.0	-1.8	-8.3	-5.3	0.7	-0.1	-3.5	-2.3	10.8	-1.7
> COc1ccc(CCNC(=O)Cc2cc(OC)c(OC)cc2[N+](=O)[O-])cc1OC
  118.1	-3.1	0.1	3.4	-1.6	0.0	7.1	2.7	-2.0	11.0
> CCCCN1CC(=O)N2[C@H](c3ccc(Cl)cc3)[C@@H]3C(=O)N(CC)C(=O)[C@@H]3[C@]2(Cc2ccccc2)C1=O
  103.6	9.4	23.4	-14.9	-1.7	0.5	10.0	-0.6	1.3	-3.5
> CCOc1ccc(NC(=O)C2CCC(CNc3c(N4CCOCC4)c(=O)c3=O)CC2)cc1 (stereo not drawn)
  97.4	3.1	18.3	-2.6	-1.3	-4.0	7.8	-0.5	-2.9	-1.1
> O=C1Nc2ccccc2C(O)(C(=O)NCc2ccco2)N1c1ccc(Cl)cc1 (stereo not drawn)
  102.5	0.5	3.1	0.6	-1.5	-0.7	8.7	0.7	-4.8	3.8
> Cc1ccc(S(=O)(=O)N(C)CCCC(=O)Nc2ccc(F)cc2)cc1
  96.5	-18.8	7.3	-6.9	-1.8	-3.9	9.4	-1.2	-1.3	6.7
> O=C(c1ccc2c(c1)OCO2)N1CCN(S(=O)(=O)N2CCCCC2)CC1
  103.2	-6.6	21.7	4.7	-3.3	-1.9	17.7	-1.6	-4.0	2.3
